Screens as filed in PubChem.
KCNK9 block: human KCNK9 channel inhibition | Q9NPC2 | HEK293 KCNK9, FluxOR thallium flux fluorescence; active compounds read low | B-score at 10 µM | hit rate 1.2% among 310,000 | AID 488922;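 active = ratio B-score over 3 SD below the library mean, with starting fluorescence within 5 SD of its mean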;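 also: negative B-score means less thallium flux so channel inhibition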
TMEM16A inh: inhibitors of mouse TMEM16A calcium-activated chloride channel; Q8BHY3; HEK293 TMEM16A/YFP iodide influx fluorescence, ionomycin; normalized B-score (activity score, 25-100; higher = stronger inhibition) at 10 µM; AID 588511; hit rate 1.2% among 310,000;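 active = ratio plate-corrected score three or more library SD toward inhibition, starting fluorescence score within five deviations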;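 also: score derived from kinetic fluorescence span divided by baseline fluorescence per well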
Target sequence (Q8BHY3 whole entry, looked up): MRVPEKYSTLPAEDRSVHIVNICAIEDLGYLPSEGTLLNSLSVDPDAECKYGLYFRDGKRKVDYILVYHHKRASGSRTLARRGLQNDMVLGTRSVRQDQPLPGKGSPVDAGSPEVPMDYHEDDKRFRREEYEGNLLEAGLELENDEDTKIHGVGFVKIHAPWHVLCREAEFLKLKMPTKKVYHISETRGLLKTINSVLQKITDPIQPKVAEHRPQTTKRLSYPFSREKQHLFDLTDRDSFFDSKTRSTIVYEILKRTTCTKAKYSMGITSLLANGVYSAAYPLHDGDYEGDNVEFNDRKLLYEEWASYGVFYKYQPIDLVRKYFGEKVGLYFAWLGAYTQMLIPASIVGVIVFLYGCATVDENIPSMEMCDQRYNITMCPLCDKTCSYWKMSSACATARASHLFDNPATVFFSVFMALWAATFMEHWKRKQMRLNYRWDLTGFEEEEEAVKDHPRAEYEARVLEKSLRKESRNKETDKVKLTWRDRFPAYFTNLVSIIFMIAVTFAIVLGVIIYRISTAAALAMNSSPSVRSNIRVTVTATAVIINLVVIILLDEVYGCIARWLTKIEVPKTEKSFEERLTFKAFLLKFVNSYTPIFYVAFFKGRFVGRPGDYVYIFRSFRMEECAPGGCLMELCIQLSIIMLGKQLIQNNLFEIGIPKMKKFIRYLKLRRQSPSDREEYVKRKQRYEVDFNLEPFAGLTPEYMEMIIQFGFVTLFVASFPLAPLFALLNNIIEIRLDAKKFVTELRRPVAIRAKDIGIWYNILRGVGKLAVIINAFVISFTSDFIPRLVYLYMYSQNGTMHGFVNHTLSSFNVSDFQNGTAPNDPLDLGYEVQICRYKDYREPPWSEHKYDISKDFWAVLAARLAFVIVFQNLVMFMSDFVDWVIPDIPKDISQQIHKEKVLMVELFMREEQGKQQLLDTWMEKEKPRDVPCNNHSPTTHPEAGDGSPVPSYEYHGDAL
KCNQ1 act: human KCNQ1 channel potentiation or activation; AID 2648; P51787; hit rate 0.35% among 310,000; CHO-K1 KCNQ1, thallium flux FluxOR fluorescence; active compounds read high; B-score at 10 µM;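 active = fluorescence ratio B-score, a plate-corrected score, at least three library SD, with initial intensity B-score within 5 SD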
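Medium – assay buffer, equal DMSO in all wells · Material – CHO-K1 cell line with stable KCNQ1 potassium channel expression · Signal – kinetic FluxOR thallium fluorescence, 10-s 1-Hz baseline, 110-s post-stimulus read · Compound – single concentration per compound, DMSO matched to controls · Schedule – 37 °C overnight plating, 90-min dark dye load, 20-min compound pretreatment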
HDAC3 inh: inhibitors of human histone deacetylase 3 | O15379 | recombinant HDAC3, fluorogenic peptide/trypsin coupled, fluorescence | inhibition, % at 8.3 µM | hit rate 0.15% among 320,000 | AID 2718; in the data active = inhibition above about 26%, passing the limit was not always enough
DYRK1A inh: blocks rat Dyrk1A kinase activity. AID 504441. Q63470. hit rate 0.43% among 310,000. ADP-Glo luminescence, NFATc1 peptide. inhibition, % at 12.5 µM; in the data active = inhibition above about 50%;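 also: plate controls were vehicle with enzyme for no effect and no enzyme for full effect; many of its hits are not listed in these tables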
TRPC4 PAM: TRPC4 (mouse) allosteric potentiation. Q9QUQ5. HEK293 TRPC4beta/mu-opioid, DAMGO EC20, Fluo-4 Ca2+ flux; active compounds read high. B-score at 10 µM. hit rate 0.42% among 310,000. AID 2227;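 active = B-score of calcium response area above 5 SD of library B-scores, with initial fluorescence ratio within 5 SD of library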;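 also: B-score of integrated fluorescence ratio over time as area under calcium response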
TMEM16A act: activators or potentiators of mouse TMEM16A chloride channel. HEK293 TMEM16A/YFP-H148Q/I152L, iodide quench fluorescence; active compounds read low. hit rate 0.3% among 340,000. AID 623877. Q8BHY3. B-score at 10 µM;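 active = fluorescence-ratio B-score plate-corrected deviation score at least 3 library SD below zero, with starting fluorescence score within 5 deviations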;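 also: channel opened by trigger with iodide after compound preincubation; score built on the fluorescence ratio of max minus min over baseline; more negative score means more quench and so TMEM16A activation or potentiation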
TRPC4 act: TRPC4 (mouse) channel activation; Q9QUQ5; HEK293 TRPC4beta/mu-opioid, Fluo4 calcium fluorescence; active compounds read high; B-score at 10 µM; hit rate 0.49% among 310,000; AID 2237;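 active = B-score above 5 SD of library B-scores, and initial fluorescence ratio not above library mean plus 5 SD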;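 also: positive B-score marks a calcium rise read as TRPC4 activation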
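Assay system: HEK293 stable line with TRPC4beta plus mu-opioid receptor. Times: dye 45 min RT, read 110 s. Measured by: kinetic Fluo4 calcium fluorescence. Measure: B score of integrated ratio. Controls: assay buffer as low control, maximal DAMGO as high control.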
KCNK3 inh: human KCNK3 channel inhibition, primary screen; O14649; CHO-KCNK3 thallium flux, FluxOR fluorescence; active compounds read low; B-score at 10 µM; hit rate 0.84% among 340,000;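 active = B-score under library mean minus 4 SD, starting fluorescence ratio at most library mean plus 5 SD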;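 also: more negative B-score means stronger inhibition of thallium flux through KCNK3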
KCNQ1 inh: inhibitors of human KCNQ1 potassium channel; CHO-K1 KCNQ1, FluxOR thallium flux fluorescence; active compounds read high; B-score at 10 µM; hit rate 1.3% among 310,000;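 active = compounds whose thallium flux B-score, printed positive for inhibition, exceeds three library SD while starting fluorescence stays within three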;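 also: channel opened by potassium depolarization with thallium stimulus after 20 min compound exposure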
hERG rescue: hERG (human) protection from proarrhythmic block; Q12809; CHO-hERG, FluxOR thallium flux, dofetilide IC70 present; activation (rescue from dofetilide block), less the hit threshold, % at 10 µM; hit rate 0.51% among 310,000; AID 1511;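 active = activation above the mean of controls blocked by dofetilide plus 5 SD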;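 also: thallium influx through hERG after potassium depolarization seen as dye fluorescence rise; in these data hits start at about 4.7%; inactives centre near -7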
The depositor's hits bear a star; i = inactive; . = not tested or not shown.

SMILES	KCNK9 block	TMEM16A inh	KCNQ1 act	HDAC3 inh	DYRK1A inh	TRPC4 PAM	TMEM16A act	TRPC4 act	KCNK3 inh	KCNQ1 inh	hERG rescue
COc1ccc(CCC(=O)OCC(=O)Nc2c(C)nn(-c3ccccc3)c2C)cc1	i	i	i	-6.9	1.6	i	i	i	i	i	-19.7
CC(C)CNS(=O)(=O)c1ccc(NC(=O)Cn2nc(-c3ccc(F)cc3)ccc2=O)cc1	i	i	i	0.9	-12.8	i	i	i	i	i	-11.5
COC(C[C@H]1O[C@H]1C(=O)[C@@H](C)OCc1ccccc1)OC	i	i	i	-2.7	-1.2	i	i	i	i	i	-3.6
CCSc1nc2c(c(=O)n1-c1ccc(F)cc1)SCC2	i	i	i	5.5	-0.4	i	i	i	i	i	-8.0
O=C(COc1ccccc1)Nc1cc(C(F)(F)F)ccc1N1CCCC1	i	i	i	8.9	15.9	i	i	i	i	i	-4.2
Cc1nonc1OCCn1nnnc1N	i	i	i	-6.5	0.0	i	i	i	i	i	1.1
COc1ccc(CCNC(=O)CCc2cc(OC)c(OC)c(OC)c2)cc1OC	i	i	i	-9.3	-3.2	i	.	i	i	i	-5.7
COc1ccc(NC(=O)CCS(=O)(=O)c2ccc3nc(C)sc3c2)cc1OC	i	i	i	-4.0	-0.9	i	i	i	i	i	-11.1
Cc1c(N(C)S(=O)(=O)c2cc(C(=O)Nc3ccccn3)ccc2Cl)c(=O)n(-c2ccccc2)n1C	i	i	i	0.2	0.7	i	i	i	i	i	-6.1
CC(=O)O[C@H]1C[C@@H]2CC[C@@H]3[C@H](CC[C@@]4(C)[C@H]3C[C@H]([N+]3(C)CCCCC3)[C@@H]4OC(C)=O)[C@@]2(C)C[C@@H]1N1CCCCC1	i	i	i	-2.5	.	i	.	i	.	i	-7.5
CCc1ccccc1NC(=O)Cn1nc(C(F)(F)F)cc1C1CC1	i	i	i	3.8	1.4	i	i	i	i	i	-11.1
CC(SCC(=O)O)c1nc2ccccc2[nH]1 (configuration not stated)	i	i	i	-4.9	-3.7	i	i	i	i	i	-9.7
O=C(CCCCCN1C(=O)[C@@H]2Cc3ccccc3CN2C1=O)Nc1cccc(F)c1	i	25*	i	-2.9	.	i	i	i	i	i	-22.0
CCN(CC)S(=O)(=O)c1ccc(C(=O)Nc2cccc(C)c2)cc1	i	i	i	1.8	-3.1	i	i	i	i	i	-9.4
Cc1ccc(/C=C2/C(=O)N=C(N)N2C)s1	i	i	i	0.1	3.4	i	i	i	i	i	-1.6
CCNc1ncnc2c1cnn2C	i	i	i	2.0	-2.7	i	i	i	i	i	-11.2
CN(C)C(CNC(=O)CSc1nc2ccccc2c(=O)n1Cc1ccco1)c1ccccc1 (configuration not stated)	i	i	i	2.4	8.9	i	i	i	i	i	-15.0
CC(C)[C@@H](N)C(=O)N/N=C/c1ccc2ncccc2c1	i	i	i	3.0	0.1	i	i	i	i	i	-7.3
CCCCC[C@H]1CN(Cc2ccc(OC)cc2)C(=O)[C@@H]1CC(=O)NCc1ccccc1	i	i	i	16.4	-0.8	i	i	i	i	i	-7.5
COc1cccc(NC(=O)CN(C)CC(=O)Nc2ccc(C)c([N+](=O)[O-])c2)c1	i	i	i	3.0	2.7	i	i	i	i	i	-12.5

By substructure, the entries above containing an aryl thioether with sulfur outside any ring.
SMILES	KCNK9 block	TMEM16A inh	KCNQ1 act	HDAC3 inh	DYRK1A inh	TRPC4 PAM	TMEM16A act	TRPC4 act	KCNK3 inh	KCNQ1 inh	hERG rescue
CCSc1nc2c(c(=O)n1-c1ccc(F)cc1)SCC2	i	i	i	5.5	-0.4	i	i	i	i	i	-8.0
CN(C)C(CNC(=O)CSc1nc2ccccc2c(=O)n1Cc1ccco1)c1ccccc1 (configuration not stated)	i	i	i	2.4	8.9	i	i	i	i	i	-15.0

Copied from the entries so far for reference:
SMILES	KCNK9 block	TMEM16A inh	KCNQ1 act	HDAC3 inh	DYRK1A inh	TRPC4 PAM	TMEM16A act	TRPC4 act	KCNK3 inh	KCNQ1 inh	hERG rescue
CN(C)C(CNC(=O)CSc1nc2ccccc2c(=O)n1Cc1ccco1)c1ccccc1 (configuration not stated)	i	i	i	2.4	8.9	i	i	i	i	i	-15.0
CC(C)[C@@H](N)C(=O)N/N=C/c1ccc2ncccc2c1	i	i	i	3.0	0.1	i	i	i	i	i	-7.3
CCCCC[C@H]1CN(Cc2ccc(OC)cc2)C(=O)[C@@H]1CC(=O)NCc1ccccc1	i	i	i	16.4	-0.8	i	i	i	i	i	-7.5

Next section
SMILES	KCNK9 block	TMEM16A inh	KCNQ1 act	HDAC3 inh	DYRK1A inh	TRPC4 PAM	TMEM16A act	TRPC4 act	KCNK3 inh	KCNQ1 inh	hERG rescue
COc1ccc(C(=O)NCC2CCCN2S(=O)(=O)c2cccs2)cc1 (configuration not stated)	i	i	i	-6.0	1.9	i	i	i	i	i	-8.3
OC1CCN(c2c3c(nc4cc(-c5ccc(Cl)cc5)nn24)CCC3)CC1	i	i	i	1.9	-6.1	i	i	i	i	i	-3.9
COc1cc(N(C(=O)Cc2cccs2)C(C(=O)NC2CCCCC2)c2ccc(C)cc2)ccc1-n1cnnn1 (configuration not stated)	i	i	i	1.3	-4.8	i	i	i	i	i	-9.5
O=C(CSc1nnc(NC(=O)c2ccccc2)s1)NC1CCCC1	i	i	i	1.0	0.1	i	i	i	i	i	-7.7
Cc1nnc(SCc2nnc(-c3ccc(Cl)cc3)o2)n1-c1ccccc1	i	i	i	-2.9	4.0	i	i	i	i	i	-12.7
O=C(Cc1c(F)cccc1Cl)Nc1ccccc1N1CCCCC1	i	i	i	-1.7	-7.9	i	i	i	i	i	-8.7
CCn1c(=O)c(C(=O)Nc2ccccc2S(N)(=O)=O)c(O)c2ccccc21	i	i	i	-3.0	0.6	i	i	i	i	i	-5.4
COc1ccccc1NS(=O)(=O)c1cccc(C(=O)N/N=C2\CC(=O)CC(C)(C)C2)c1	i	i	i	1.0	-3.6	i	i	i	i	i	-2.0
CC(Oc1cc2oc(=O)c3c(c2cc1Cl)CCCC3)C(=O)NCC1CCC(C(=O)O)CC1 (configuration not stated)	i	i	i	-1.4	-4.3	i	i	i	i	i	-9.5
C=CCn1c(SCC(=O)NCC2CCCO2)nc2c([nH]c3ccccc32)c1=O (configuration not stated)	i	i	i	.	-7.8	i	i	i	i	i	-1.7
COc1ccc(CC(=O)N2N=C(C)CC2(O)c2cccnc2)cc1 (configuration not stated)	i	i	i	-2.7	0.9	i	i	i	i	i	-13.4
COCCN(C(=O)CNC(=O)c1ccco1)C(C(=O)NC1CCCC1)c1cccc(OC)c1 (configuration not stated)	i	i	i	-2.5	-1.4	i	i	i	i	i	-2.8
Cc1ccc(CN(C)C(=O)COC(=O)CSc2ccc([N+](=O)[O-])cc2)cc1	i	i	i	4.7	7.1	i	i	i	i	i	-8.3
CC(=O)[C@@H]1[C@@H]2C(=O)N(c3ccccc3F)C(=O)[C@@H]2[C@H]2c3ccccc3C=NN12	i	i	i	-5.1	.	i	i	i	i	i	-4.8
C=CCN(c1cccc(C(F)(F)F)c1)S(=O)(=O)c1cccc(C(=O)OCC(=O)NC)c1	i	i	i	1.9	-2.9	i	i	i	i	i	-11.4
O=C(/C=C/c1cccc(Br)c1)NCC1CCCCC1	i	i	i	1.0	-4.5	i	i	i	i	i	-9.3
CCOc1ccc(CCNC(=O)COC(=O)C2CCN(S(=O)(=O)c3ccc(C)c(C)c3)CC2)cc1OCC	i	i	i	4.2	6.9	i	i	i	i	i	-0.9
O=C(CSc1nnnn1-c1cccc2ccccc12)Nc1ccc(N2CCOCC2)c(Cl)c1	i	i	i	3.5	-6.4	i	i	i	i	i	-11.1
C=CCN(c1ccc(C(=O)Nc2ccc3c(c2)OCO3)cc1)S(C)(=O)=O	i	i	i	-4.4	-3.1	i	i	i	i	i	-4.7
O=C(NCc1ccc(F)cc1)c1noc2c1CCCCC2	i	.	i	.	2.2	i	i	i	i	i	-11.5
Cc1csc(SCC(=O)N(C)c2c(N)n(Cc3ccccc3)c(=O)[nH]c2=O)n1	i	i	i	-5.1	-4.6	i	i	i	i	i	-8.2
Cc1ccc(C(=O)O/N=C(\c2ccccc2)c2ccncc2)cc1	i	i	i	36.0*	0.0	i	i	i	i	i	-11.3
COC(=O)c1scc(C)c1NC(=O)CSc1ccc(Cl)cc1	i	i	i	-2.0	-0.3	i	i	i	i	i	-8.5
Cc1nn(C)c(C)c1NC(=O)/C(C#N)=C\N(C)C	i	i	i	-0.8	6.5	i	i	i	i	i	-5.6
COc1cccc(-n2cnc3cccc(N)c32)c1	i	i	i	7.4	4.2	i	i	i	i	i	-7.4
COc1ccc(-c2cc(C(=O)Nc3cc(C)ccc3O)no2)cc1	i	i	i	-2.9	-1.6	i	i	i	i	i	-7.8
O=C(Nc1cccc(Cl)c1)Nc1sccc1-c1nc2ccccc2s1	i	i	i	0.3	.	i	i	i	i	i	-13.5
O=C(NNC(=O)c1ccc2ncccc2c1)c1ccc(Cl)cc1	i	i	i	-3.9	-3.5	i	i	i	i	i	-11.4
CC(C)C[C@H](NC(=O)c1nc[nH]c1C(=O)N1CCNCC1)C(=O)OCc1ccccc1	i	i	i	-3.9	0.0	i	i	i	i	i	-7.9
O=S(=O)(c1ccc2oc(=S)[nH]c2c1)N1CCCCC1	i	i	i	-3.6	-2.6	i	i	i	i	i	-5.7
CCOC(=O)C1CCN(C(=O)CCC(=O)NNc2nc3ccccc3c3nc(C)nn23)CC1	i	i	i	7.6	-6.9	i	i	i	i	i	-10.4
O=C(O)c1cccc(S(=O)(=O)Nc2ccccc2-c2ccccc2)c1	i	i	i	5.1	1.3	i	i	i	i	i	-11.1
N#CC1=C(N)N(c2ccccc2)C2=C(C(=O)CCC2)C1c1ccccc1 (configuration not stated)	i	i	i	-2.8	-5.6	i	i	i	i	i	-2.2

Random excerpt: 2 compounds from above
SMILES	KCNK9 block	TMEM16A inh	KCNQ1 act	HDAC3 inh	DYRK1A inh	TRPC4 PAM	TMEM16A act	TRPC4 act	KCNK3 inh	KCNQ1 inh	hERG rescue
Cc1nn(C)c(C)c1NC(=O)/C(C#N)=C\N(C)C	i	i	i	-0.8	6.5	i	i	i	i	i	-5.6
N#CC1=C(N)N(c2ccccc2)C2=C(C(=O)CCC2)C1c1ccccc1 (configuration not stated)	i	i	i	-2.8	-5.6	i	i	i	i	i	-2.2

Only part of the results is shown (hit frequency here may not be typical).
